# Assay outcomes: PubChem, several laboratories
# FAS TE block – FAS thioesterase (human) inhibition; P49327; recombinant FAS-TE, OMFH fluorogenic substrate, fluorescence endpoint; inhibition, % at 15 µM; 0.67% of 360,000 active; AID 602261;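 active = compounds whose normalised, plate-corrected inhibition of enzyme fluorescence in the single-dose primary screen is 50% or more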;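 note: 0% = DMSO with enzyme and 100% = substrate without enzyme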
# NadD block – NadD (S. aureus) enzyme inhibition | purified NadD enzyme, colorimetric absorbance read-out | inhibition, % at 20 µM | 0.78% of 360,000 active | AID 602399; in the data active = inhibition above about 26%; note: some compounds past the cut are filed as inactive
# MT1-MMP act inh – blocks activation of human MT1-MMP | P50281 | HT1080 RFP-PRO-GFP cells, GFP/RFP ratio fluorescence, overnight; percent of plate control window, DMSO zero | GFP/RFP ratio change, % at 20 µM | 0.061% of 360,000 active | AID 651647;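 active = GFP/RFP ratio change of at least 30% with cell ATP level not reduced by more than half and red fluorescence within 50% of control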; note: strong numbers were not always called active
#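 Material – HT1080 RFP-PRO-GFP cells · Control set – DMSO wells and RFP-L50D-GFP cells · Incubation – overnight cell settling, then overnight compound exposure, 37 °C, 5% CO2 · Compound dosing – single-point 20 µM compound, 1% DMSO · Read-out – GFP/RFP fluorescence ratio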
# CSN deneddyl inh – inhibitors of human CSN-mediated cullin deneddylation | 0.38% of 360,000 active | AID 651999 | Q92905 | Purified CSN, SCF-Nedd8-OG deneddylation, fluorescence polarization | inhibition, % at 12.5 µM;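 active = pattern-corrected inhibition above about 35%, with an unprinted fluorescence ratio check between 0.5 and 1.5, limit read from the data, passing the limit was not always enough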;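 note: 0% = enzyme with substrate and 100% = substrate without enzyme; some results filed as inactive read as strong as hits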
#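 Assay system: Purified human Csn5 enzyme expressed in HEK293T cells | Amount: Enzyme 0.24 nM | Measured by: Fluorescence polarization readout | Medium: Tris/NaCl/DTT buffer, pH 7.5 | Compound dosing: One concentration, 12.5 µM, 0.25% DMSO | Times: 90 min incubation of compound, enzyme and substrate at room temperature | Control set: no-enzyme wells high, enzyme-with-substrate wells low | Read-out: % inhibition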
# SKN-1 inh – inhibitors of C. elegans SKN-1 | C. elegans VP596 Pgst-4::GFP/RFP ratio, acrylamide-induced, 24 h | 0.49% of 360,000 active | inhibition, % at 21.8 µM;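 active = interference check ratio from 0.5 to 1.5 plus GFP to RFP signal ratio inhibition reaching or exceeding a fixed threshold, cut at about 30% in these data, passing the limit was not always enough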; note: some compounds called inactive have numbers as strong as hits
# Rin1-Abl PPI inh – inhibitors of human Rin1-Abl protein interaction; AID 588664; 0.4% of 360,000 active; TR-FRET Rin1/Abl binding, biochemical; inhibition, % at 7.35 µM; in the data active = inhibition above about 5%, passing the limit was not always enough
# MLLE-PAM2 inh – blocks PAM2 peptide binding to the PABP1 MLLE domain; P11940; GST-MLLE / FITC-PAM2 fluorescence polarization; inhibition, % at 20 µM; 0.36% of 360,000 active; in the data active = inhibition above about 35%, passing the limit was not always enough;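 note: plate controls were DMSO wells with GST-MLLE for no effect and wells lacking GST-MLLE protein for full effect; some results filed as inactive read as strong as hits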
# Target sequence (P11940 whole entry, looked up, the tested form may be a part): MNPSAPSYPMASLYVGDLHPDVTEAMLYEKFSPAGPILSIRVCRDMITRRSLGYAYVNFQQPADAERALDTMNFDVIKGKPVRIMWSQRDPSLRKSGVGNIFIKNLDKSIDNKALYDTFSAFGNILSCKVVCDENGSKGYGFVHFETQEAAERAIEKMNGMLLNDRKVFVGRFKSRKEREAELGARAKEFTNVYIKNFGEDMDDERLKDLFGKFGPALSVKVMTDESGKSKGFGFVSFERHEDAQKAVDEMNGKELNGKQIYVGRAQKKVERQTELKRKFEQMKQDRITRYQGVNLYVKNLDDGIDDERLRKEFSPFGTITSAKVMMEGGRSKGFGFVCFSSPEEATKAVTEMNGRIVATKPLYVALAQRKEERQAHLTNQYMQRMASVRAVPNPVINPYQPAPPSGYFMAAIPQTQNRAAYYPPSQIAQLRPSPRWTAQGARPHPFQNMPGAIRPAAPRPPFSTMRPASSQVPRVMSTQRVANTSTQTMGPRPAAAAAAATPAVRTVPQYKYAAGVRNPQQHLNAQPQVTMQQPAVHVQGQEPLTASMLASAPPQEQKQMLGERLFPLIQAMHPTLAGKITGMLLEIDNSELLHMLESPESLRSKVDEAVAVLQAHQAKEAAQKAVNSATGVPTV
# Neddyl block – cullin neddylation inhibition. P61081+Q13564. TR-FRET cullin neddylation, biochemical. calls only at 25 µM. 0.58% of 360,000 active. AID 651699; in the data active = inhibition above about 36%
# Rpn11 inh – inhibitors of human proteasome Rpn11. O00487. human 26S proteasome, Ub4-pepOG fluorescence polarization; 20S core pre-blocked with epoxomicin. calls only at 20 µM. 0.59% of 360,000 active. AID 588493;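 active = inhibition at 20 µM, scaled to each plate's controls, above about 33%, limit read from the data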
# Target sequence (O00487 whole entry, looked up): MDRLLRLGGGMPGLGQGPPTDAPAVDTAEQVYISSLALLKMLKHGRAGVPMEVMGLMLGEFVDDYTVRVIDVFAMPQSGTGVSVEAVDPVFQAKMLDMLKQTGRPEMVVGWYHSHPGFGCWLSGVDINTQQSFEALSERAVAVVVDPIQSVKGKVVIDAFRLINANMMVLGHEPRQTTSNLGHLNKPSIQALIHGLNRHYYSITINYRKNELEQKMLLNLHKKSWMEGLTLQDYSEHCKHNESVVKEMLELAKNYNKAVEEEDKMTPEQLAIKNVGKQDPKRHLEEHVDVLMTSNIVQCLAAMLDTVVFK
# * hit, by the source's call; i = inactive; x = not tested or not shown; + = active, no number.
molecule,Rin1-Abl PPI inh,Neddyl block,FAS TE block,SKN-1 inh,MLLE-PAM2 inh,Rpn11 inh,MT1-MMP act inh,NadD block,CSN deneddyl inh
OCCCc1nc2n(n1)C(c1ccccc1)C=C(c1ccccc1)N2 (stereo not drawn),-1.6,x,-0.7,12.0,21.3,i,-10.2,-2.4,0.2
Cc1ccc(C(=O)OCC(=O)N2CCC(C)CC2)cc1S(=O)(=O)N1CCCCC1,2.3,i,4.3,25.3,-0.9,i,3.8,-5.4,-2.0
CCN(C(=O)CSc1cccc[n+]1[O-])C1CCCCC1,1.4,i,-1.5,7.4,-15.1,i,-1.5,-2.4,-0.5
CN(Cc1nccn1C)C(=O)CC1C(=O)NCCN1Cc1ccccc1C(F)(F)F (stereo not drawn),2.4,i,-4.0,11.0,2.8,i,1.8,-0.9,-7.0
COc1ccc(CC(=O)NCCS(=O)(=O)N2CCN(c3ccccc3)CC2)cc1OC,1.9,i,-6.3,9.2,-7.1,i,-0.3,-2.1,1.6
CCOC(=O)N1CCN(c2c(N3CCOCC3)c(=O)c2=O)CC1,-1.8,i,-7.9,3.9,14.6,i,1.4,4.3,-4.3
C/C(=N\Nc1ccc(Cl)c(Cl)c1)c1ccc(-n2ccnc2)cc1,0.0,i,32.4,18.7,-1.4,i,10.8,27.6,-7.4
O=C(Nc1c2c(nn1-c1ccccc1)CS(=O)C2)c1ccc(Br)o1 (stereo not drawn),1.4,i,-4.7,18.8,-18.1,i,2.5,-4.6,0.7
O=C(O)c1sccc1OCc1ccccc1,0.9,i,-8.8,7.9,4.5,i,0.9,-2.7,0.7
CCC(C)[C@H]1CNCCN1CCCc1cc(OC)c(OC)c(OC)c1 (stereo partly drawn),4.1,i,-0.2,3.8,-9.3,i,2.6,-2.6,-1.3
Cc1cc(Cl)ccc1N1C(=O)CC(NNC(=O)c2cccnc2)C1=O (stereo not drawn),2.8,i,-8.8,2.4,-8.8,i,2.1,-2.7,5.3
CC1=CC2=NC(=O)CC(C)(C(=O)N(CC(=O)NC3CCCC3)Cc3ccc(Cl)cc3)N2C=C1 (stereo not drawn),1.8,x,-1.0,5.9,10.8,i,2.1,3.5,5.4
O=C(Cn1cnc2ccccc21)N/N=C/c1ccco1,2.1,i,-8.6,7.2,8.7,i,2.2,0.2,1.0
COc1cccc(CNC(=O)CCCn2nc(C)n3c(cc4sccc43)c2=O)c1,0.1,i,2.2,-3.7,8.5,i,0.0,-5.3,3.5
C#CCN(C[C@H]1[C@H](OC(=O)NCC2CCCCC2)[C@H](OC(=O)NCC2CCCCC2)C[C@@H](C(=O)OC)[C@H]1C(=O)OC)S(=O)(=O)c1ccc(C)cc1,-1.0,i,17.5,-1.1,7.9,i,-6.3,4.9,7.5
CC(C)(C)Sc1ccccc1S(=O)(=O)C(C)(C)C,-4.0,i,-5.4,-4.0,4.7,i,1.3,-6.4,-5.0
CCOC(=O)c1ccccc1N=N/C(C(C)=O)=C(/C)O,-2.4,i,0.3,1.4,-2.5,i,-0.1,-0.4,-2.1
Cc1cc(C)n2nc(SCC(=O)N(C)C3CCCCC3)nc2n1,-0.2,i,-5.7,6.9,0.8,i,-0.1,-4.4,-3.3
CCOC(=O)Cc1c(C)nc(SC)[nH]c1=O,-0.6,i,-4.8,-0.9,-0.5,i,-1.5,0.7,-2.5
O=C(Oc1ccc2c(-c3ccccc3)cc(=O)oc2c1)C1CCCCC1,1.8,x,21.0,0.8,11.7,i,-5.9,1.2,-0.9
C=CCSC1=N/C(=C\c2ccc3c(c2)OCO3)C(=O)S1,2.8,i,0.0,-9.2,2.1,i,-1.7,7.4,1.1
CCOc1ccccc1/C=N/n1c(C)nc2ccccc2c1=O,-1.3,i,3.3,16.5,-23.3,i,0.7,-0.7,6.0
COc1ccc2cc(C=O)n(C)c2c1,1.4,i,-5.2,-11.0,-12.2,i,-6.7,-0.7,4.3
O=C(NCC1CCCO1)c1ccc(NC(=O)c2cccc(Cl)c2)cc1 (stereo not drawn),2.1,i,-5.2,2.6,-4.4,i,1.7,-1.9,0.0
O=C(COC(=O)c1n[nH]c2ccccc12)NCCc1ccccc1,1.8,i,-11.0,5.5,-11.1,i,1.0,-3.3,-2.2
Cc1ccc(OCCCN2CCC(C(O)(c3ccccc3)c3ccccc3)CC2)cc1,x,i,1.3,2.8,x,x,3.8,-3.7,-0.2
CC(C)(C)c1ccc(C(=O)N2CCC2(C)C(=O)NCCC#N)cc1 (stereo not drawn),1.0,i,-7.2,-2.6,-0.8,i,1.7,-1.4,0.1
CCOC(=O)N1CCN(C(=O)CSCc2ccc(C)cc2)CC1,6.1*,i,-4.6,-14.6,9.5,i,3.2,4.8,-8.7
CCc1nnc(NC(=O)COC(=O)CN2C(=O)c3ccccc3C2=O)s1,-1.1,i,-1.3,-10.9,9.7,i,3.0,-1.7,6.9
CC(C)N(C(=O)CSc1nc(COc2ccccc2)nc2ccccc12)C(C)C,-0.6,i,16.6,2.7,-5.2,i,-9.8,-1.4,2.0

# An excerpt from above, reduced to Rpn11 inh:
SMILES	Rpn11 inh
CCOC(=O)N1CCN(C(=O)CSCc2ccc(C)cc2)CC1	i
CCc1nnc(NC(=O)COC(=O)CN2C(=O)c3ccccc3C2=O)s1	i

# (cont.)
molecule,Rin1-Abl PPI inh,Neddyl block,FAS TE block,SKN-1 inh,MLLE-PAM2 inh,Rpn11 inh,MT1-MMP act inh,NadD block,CSN deneddyl inh
C=CCn1c(SCCN2C(=O)c3ccccc3C2=O)nc2scc(-c3ccc(F)cc3)c2c1=O,-1.6,i,-7.9,-3.8,14.0,i,1.1,0.9,0.2
N#C/C(C(=O)N1CCCCC1)=C1\Nc2ccccc2S1,-1.7,i,-8.1,1.4,13.3,i,2.2,2.2,1.9
Oc1ccc(Br)cc1C1Nc2ccccc2S1 (stereo not drawn),-0.8,i,-0.8,-5.0,-17.8,i,-4.4,18.7,-1.0
COC(=O)Nc1ccc(OCC(=O)N2CCOCC2)cc1,1.9,i,-12.0,3.0,-5.9,i,4.1,3.5,-0.7
C=CCn1c(CCC(=O)O)ccc1-c1ccc(OC)cc1,-3.8,i,-8.7,12.0,-2.0,+,-16.0,-2.1,3.0
O=C(CCC(=O)Nc1nnc(C2CCCCC2)s1)Nc1ccc(F)cc1,0.3,i,0.4,2.5,-11.6,i,-0.6,-1.6,2.9
CCN(CC)S(=O)(=O)c1ccc(NC2c3ccccc3C(=O)N2CCN2CCOCC2)cc1 (stereo not drawn),-1.2,i,-6.0,-5.8,8.4,i,1.2,4.7,1.0
Cn1c(=O)[nH]c(=O)c2c1nc(SCC(=O)O)n2CCc1ccccc1,2.2,i,-2.9,15.2,-71.1,i,3.6,-1.6,-2.5
Cc1cccc(OCC(=O)N2CCN(S(C)(=O)=O)CC2)c1,3.3,i,-2.4,-0.7,4.3,i,-2.6,4.1,1.5
CCc1nnc(NC(=O)c2ccc(S(=O)(=O)N(CCOC)CCOC)cc2)s1,0.4,i,-8.2,6.8,0.1,i,3.0,-2.1,-1.4
CCNCCOC(c1ccccc1)c1ccccc1,-1.0,i,-6.6,-12.9,-27.7,i,-4.6,-1.5,0.9
COc1ccc(C(=O)N/N=C/c2ccc(OC)c(COc3ccccc3)c2)cc1,-0.7,i,14.4,-7.0,7.6,i,1.4,-1.2,3.5
CC(=O)NCCn1c(SCc2cccc([N+](=O)[O-])c2)nc2ccccc2c1=O,-1.4,i,53.1*,15.3,-11.9,i,-4.2,-1.5,4.1
COC(=O)[C@@H](Cc1ccccc1)NS(=O)(=O)N[C@H](Cc1ccccc1)C(=O)OC,-1.6,i,-6.4,3.1,5.5,i,1.2,-2.9,-3.6
CCCn1nnnc1SCC(=O)NNC(=O)c1ccco1,3.7,i,-3.9,-0.2,10.7,i,-0.2,1.8,-2.6
O=C(NCCc1ccccc1)C1CCC(=O)N(CCCN2CCCC2=O)C1 (stereo not drawn),-1.8,i,-2.1,7.5,-11.4,i,1.0,-2.8,0.2
Cc1ccc(NS(=O)(=O)c2ccc(OCC(=O)N3CCOCC3)cc2)cc1,1.4,i,-6.8,4.6,-9.0,i,0.8,7.2,2.6
NC(=O)C1CC=CCC1C(=O)OCC(Cl)=C(Cl)Cl (stereo not drawn),1.5,i,-6.8,-18.7,5.7,i,2.1,-1.2,-4.2
COc1ccccc1CN(Cc1cc2cc(C)cc(C)c2[nH]c1=O)Cc1nnnn1CC1CCCO1 (stereo not drawn),2.0,i,-4.7,6.8,13.6,i,-9.3,3.5,0.7
CN(Cc1c(C(=O)N/N=C/c2c(F)cccc2Cl)nnn1-c1nonc1N)C1CCCCC1,-4.6,i,-2.5,5.3,7.8,i,4.6,5.6,0.5
COc1ccccc1NC(=S)NC(=O)Cc1ccccc1,0.7,i,4.0,0.8,16.0,i,2.3,-2.2,2.8
CC1(C)CC(=O)C2=C(C1)N(N1CCOCC1)C(N)=C(C#N)C2c1cccnc1 (stereo not drawn),-0.8,i,-6.8,-8.1,-9.3,i,3.9,-6.1,-2.3
COC(=O)c1ccc(NC(=S)Nc2ccc(O)cc2)cc1,-1.1,i,1.4,4.9,26.3,i,14.5,-1.6,0.7
CCn1nc(NC(=O)c2ccncc2)c2cc3ccc(C)cc3nc21,1.3,i,-2.9,3.2,2.8,i,4.4,-3.3,5.4
Cc1ccc(NC(=O)C(C)Sc2nnc3ccccn23)cc1 (stereo not drawn),-2.0,i,-11.5,-2.7,-25.4,i,3.0,-0.8,-1.3
COCCNC(=O)c1c[nH]c2ccc(S(=O)(=O)N3CCC4(CC3)OCCO4)cc2c1=O,1.1,i,0.3,1.5,3.3,i,-6.8,-7.3,-1.3
CCOCCOC(=O)C(C)Sc1n[nH]c(=O)[nH]c1=O (stereo not drawn),0.2,i,-7.9,-3.6,18.7,i,5.4,5.1,2.4
CCCn1c(Oc2ccccc2)nc2c1c(=O)n(C)c(=O)n2C,3.1,i,-1.9,2.9,4.9,i,0.1,-0.7,2.8
O=C(C1CCC1)N1CCCc2cc(S(=O)(=O)N3CCN(c4ccccc4)CC3)ccc21,0.4,i,23.1,9.0,-2.4,i,1.3,-4.4,-3.2
CCN(Cc1ccccc1)C(=O)c1ccc(N(C)S(=O)(=O)c2ccc(C)cc2)cc1,2.8,i,22.2,11.6,-1.6,i,4.6,0.2,2.2
Cc1ccc(F)cc1C(=O)N1CCCC(c2cc(C(=O)NCc3ccc(F)cc3)no2)C1 (stereo not drawn),2.6,i,-7.2,-7.8,-8.1,i,-3.0,-1.0,0.5

# Part of the list above, as labelled records:
CCn1nc(NC(=O)c2ccncc2)c2cc3ccc(C)cc3nc21
  Rin1-Abl PPI inh: 1.3 | Neddyl block: i | FAS TE block: -2.9 | SKN-1 inh: 3.2 | MLLE-PAM2 inh: 2.8 | Rpn11 inh: i | MT1-MMP act inh: 4.4 | NadD block: -3.3 | CSN deneddyl inh: 5.4

Cc1ccc(NC(=O)C(C)Sc2nnc3ccccn23)cc1 (stereo not drawn)
  Rin1-Abl PPI inh: -2.0 | Neddyl block: i | FAS TE block: -11.5 | SKN-1 inh: -2.7 | MLLE-PAM2 inh: -25.4 | Rpn11 inh: i | MT1-MMP act inh: 3.0 | NadD block: -0.8 | CSN deneddyl inh: -1.3

# No enrichment for hits (roughly 3.9% active in at least one column).
